pPAFAH inh = pPAFAH enzyme inhibitors, primary screen, biochemical, fluorescence polarization, human; Platelet-activating factor acetylhydrolase (Homo sapiens), Q13093; recombinant pPAFAH, FP-rhodamine probe fluorescence polarization; inhibition, % at 3.39 µM; 330,000 tested, 1.5% active; AID 463082, 2010;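 active means inhibition above the mean inhibition across the screen plus 3 SD, cut at about 25% in these data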;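 further: inhibitors block binding of the rhodamine activity-based probe so polarization drops; 0% = enzyme with DMSO and 100% = wells lacking pPAFAH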
PAFAH1B3 FP inh = PAFAH1B3 enzyme inhibitors, primary screen, biochemical, fluorescence polarization, human. recombinant PAFAH1B3, FP-rhodamine probe. inhibition, % at 3.39 µM. 340,000 tested, 0.28% active;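 active means inhibition above the screen-wide average of all tested compounds plus 3 SD, cut at about 25% in these data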;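 further: 0% = enzyme with DMSO only and 100% = wells lacking PAFAH1B3 protein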
PME-1 primary = PME-1 inhibitors via competitive probe labeling, primary screen, biochemical, fluorescence polarization, FP-Rh probe, HTS | recombinant PME-1 | inhibition, % at 5.9 µM | 320,000 tested, 0.53% active;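 active means inhibition above the campaign mean of all compounds plus 3 SD, cut at about 26% in these data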;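 further: competitive labeling of PME-1 active site by serine hydrolase directed probe; 0% = PME-1 with DMSO and 100% = wells lacking PME-1 enzyme; inhibitors block probe labeling so polarization falls and inhibition rises; many of its hits are not listed in these tables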
Target sequence (Q9Y570 whole entry, looked up): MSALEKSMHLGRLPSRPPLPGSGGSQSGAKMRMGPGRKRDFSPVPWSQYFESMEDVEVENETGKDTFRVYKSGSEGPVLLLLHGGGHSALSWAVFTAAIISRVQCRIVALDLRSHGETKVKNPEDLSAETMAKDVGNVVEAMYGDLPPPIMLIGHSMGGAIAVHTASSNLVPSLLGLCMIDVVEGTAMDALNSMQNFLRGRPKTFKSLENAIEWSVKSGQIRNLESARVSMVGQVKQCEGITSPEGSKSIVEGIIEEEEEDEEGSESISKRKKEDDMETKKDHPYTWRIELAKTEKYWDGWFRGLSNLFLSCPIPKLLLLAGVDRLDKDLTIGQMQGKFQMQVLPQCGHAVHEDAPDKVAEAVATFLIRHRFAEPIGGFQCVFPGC
Fam108B inh = mouse Fam108B serine hydrolase inhibitors, primary screen, counter-screen for RBBP9 inhibitor project, biochemical, fluorescence polarization | 300,000 tested, 0.33% active | inhibition, % at 9.51 µM | recombinant Fam108B, FP-Rh probe fluorescence polarization | AID 1947, 2009;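 active means inhibition above the screen mean inhibition plus 3 SD, computed separately per campaign, cut at about 18% in these data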;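 further: inhibitors lower polarization as less probe binds the enzyme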
GSTO1 inh = inhibitors of recombinant GSTO1, primary screen, counter-screen for RBBP9 inhibitor project, biochemical, fluorescence polarization; Glutathione S-transferase omega-1 (Homo sapiens), P78417; 300,000 tested, 1.1% active; activity-based probe fluorescence polarization; inhibition, % at 5.96 µM;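 active means inhibition above the campaign mean inhibition plus 3 SD, cut at about 35% in these data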;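 further: 0% = GSTO1-1 with DMSO and 100% = wells lacking GSTO1-1 enzyme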
PAFAH2 FP inh = PAFAH2 enzyme inhibitors, primary screen, biochemical, fluorescence polarization, human. recombinant PAFAH2, FP-rhodamine activity probe. Platelet-activating factor acetylhydrolase 2, cytoplasmic (Homo sapiens), Q99487. 340,000 tested, 0.99% active. inhibition, % at 3.39 µM;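 active means inhibition above the mean over all tested compounds plus 3 SD, cut at about 30% in these data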;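 further: inhibitors block probe labeling of enzyme so polarization drops; 0% = enzyme with DMSO and 100% = wells lacking PAFAH2 protein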
LYPLA1 counter = LYPLA1 inhibitors, primary screen, counter-screen for PME1 inhibitor project, biochemical, fluorescence polarization, FP-Rh probe ABPP; 320,000 tested, 0.16% active; AID 2174, 2009; inhibition, % at 5.9 µM; recombinant LYPLA1; Acyl-protein thioesterase 1 (Homo sapiens), O75608;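 active means inhibition above the mean of all tested compounds plus 3 SD, set per campaign, cut at about 14% in these data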;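 further: inhibitors block serine hydrolase probe labeling of LYPLA1 so polarization falls; 0% = enzyme with DMSO and 100% = wells lacking LYPLA1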
Target sequence (O75608 whole entry, looked up): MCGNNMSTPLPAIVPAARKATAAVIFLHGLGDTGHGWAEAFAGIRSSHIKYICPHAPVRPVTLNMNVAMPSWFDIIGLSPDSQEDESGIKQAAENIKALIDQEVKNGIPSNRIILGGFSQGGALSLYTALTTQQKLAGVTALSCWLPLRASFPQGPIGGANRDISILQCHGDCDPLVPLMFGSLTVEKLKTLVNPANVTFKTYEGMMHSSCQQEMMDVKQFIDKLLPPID
PAFAH1B2 inh = PAFAH1B2 enzyme inhibitors, primary screen, biochemical, fluorescence polarization, human; Platelet-activating factor acetylhydrolase IB subunit alpha2 (Homo sapiens), P68402; recombinant PAFAH1B2, FP-rhodamine activity probe; inhibition, % at 3.39 µM; 340,000 tested, 1.2% active; AID 492953, 2010;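 active means inhibition above the mean of all tested compounds plus 3 SD, cut at about 24% in these data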;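 further: 0% = enzyme with DMSO and 100% = wells lacking PAFAH1B2; many of its hits are not listed in these tables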
Target sequence (P68402 whole entry, looked up): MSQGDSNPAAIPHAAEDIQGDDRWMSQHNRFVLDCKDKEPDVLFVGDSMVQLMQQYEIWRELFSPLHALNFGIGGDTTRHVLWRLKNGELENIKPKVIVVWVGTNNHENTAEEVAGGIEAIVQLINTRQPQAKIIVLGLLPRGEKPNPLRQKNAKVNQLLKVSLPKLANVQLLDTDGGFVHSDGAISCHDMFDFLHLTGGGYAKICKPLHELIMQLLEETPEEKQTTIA
PAD4 inh = human PAD4 inhibitors, primary screen, biochemical, fluorescence polarization, 1536-well format. recombinant PAD4, RCA probe fluorescence polarization. 330,000 tested, 0.41% active. inhibition, % at 6.36 µM. AID 485272, 2010;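 active means percent inhibition above a cutoff equal to the mean of all tested compounds plus 3 SD, cut at about 15% in these data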;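 further: 0% = PAD4 with RCA probe and DMSO and 100% = probe without PAD4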
* hit, by the source's call; x = not tested or not shown. These rows are one share of the data; rates above refer to the full screens.

Molecule,pPAFAH inh,PAFAH1B3 FP inh,PME-1 primary,Fam108B inh,GSTO1 inh,PAFAH2 FP inh,LYPLA1 counter,PAFAH1B2 inh,PAD4 inh
O=C(CN(Cc1ccco1)C(=O)CNS(=O)(=O)c1ccc(Cl)cc1)NCc1ccc(F)cc1,10,2,5,-7,6,22,2,26*,-2
O=C1C2CC=CCC2C(=O)N1c1ccc(N2CCN(c3ccccn3)CC2)c([N+](=O)[O-])c1 (centres undefined),8,4,3,-1,8,1,0,-2,0
COc1ccccc1NC(=O)Cn1nnc(C(=O)NCc2ccc3c(c2)OCO3)c1N,5,3,-3,2,-5,-3,-2,8,0
CN(C)C(=O)CCc1ccc2c3c([nH]c2c1)[C@]1(CCC2CCCC2)[C@@H](C(=O)N2CCOCC2)C[C@H](CC(=O)NCc2ccco2)C(=O)N1CC3,4,8,x,x,x,-3,x,0,-3
COc1ccc(N2C(=O)CC(Sc3nccc(C)n3)C2=O)cc1 (centres undefined),-1,-2,5,5,8,0,3,6,3
CC1CCCCN1C(=O)CSc1nnc2c(n1)[nH]c1ccc(F)cc12 (centres undefined),4,2,0,-10,-8,-1,-5,1,-1
Cc1cccc(C(=O)NNS(=O)(=O)c2ccc(F)cc2)c1,5,8,-5,0,-2,0,-2,2,-4
COc1ccc(-c2sc(Nc3ccccc3)n[n+]2C)c(C)c1C,-4,2,6,3,-2,-1,-1,-4,2
C/C(=N\NC(=S)NCCc1ccccc1)c1ccc(C#N)cc1,1,14,6,-3,2,-1,4,8,1
NC(=O)COc1cc2oc(=O)c3c(c2cc1Cl)CCCC3,-3,13,0,1,-3,12,0,2,-3
CC#CCC(CC#CC)c1nc2ccccc2c(=O)n1N,4,3,2,-1,3,0,2,1,5
CCn1cc(CNC(=O)c2cc(COc3ccc(F)cc3F)on2)cn1,-1,5,2,3,-2,9,-3,1,-4
CC(=O)Nc1nonc1NC(=O)c1ccc(F)cc1,3,8,-4,1,0,-4,0,-2,-4
O=C(Cn1cncc1-c1ccc([N+](=O)[O-])cc1)Nc1cccc2ccccc12,5,-22,-47,-11,5,-6,-17,-3,-18
COc1ccc(/C=C/C(=O)NCCN=C2NS(=O)(=O)c3ccccc32)cc1,-4,8,3,-5,3,5,3,2,-5
CCCOc1ccccc1N1C(=O)CC(N2CCOCC2)C1=O (centres undefined),9,4,3,-1,6,-2,0,0,-4
O=C(Nc1cc(S(=O)(=O)N2CCOCC2)ccc1O)c1ccc2c(c1)S(=O)(=O)c1ccccc1C2=O,16,0,1,5,0,19,8,2,-2
Cc1ccc(-c2cc(C(F)(F)F)n3ncc(C(=O)N4CCCc5ccccc54)c3n2)cc1,5,-5,2,-2,-11,-4,4,2,0
Cc1ccc(S(=O)(=O)Nc2c(O)c3ccccc3oc2=O)cc1,-3,-4,11,8,2,6,-8,2,-3
CCCCCCNC(=O)C(C(=O)OCC)C1CCCCC1 (centres undefined),-2,5,1,1,0,2,-1,10,1
COc1cc(NC(=O)Cc2ccccc2)nc(OC)n1,-1,1,-1,-2,-2,6,-3,-2,-1
Fc1ccc(CN2CCSCC2)cc1Br,-1,13,-2,1,-4,-4,-1,4,1
COc1cc(C(=O)NCCC(=O)NC2CCCc3ccccc32)cc(OC)c1OC (centres undefined),-2,3,-3,-2,-6,-3,0,1,-1
CCCCCc1ccc(-c2cn(CN3C(=O)c4ccccc4C3=O)nn2)cc1,-1,0,3,-1,2,11,0,8,-9
CC(C)(C)OC(=O)NCCc1nnc(S(=O)(=O)Cc2ccc(Cl)cc2Cl)o1,1,9,-3,3,15,-4,3,5,-3
CCOC(=O)c1c(N2C(=O)CC(Sc3ccccc3C(=O)O)C2=O)sc(C)c1C (centres undefined),15,2,6,-1,4,-7,2,4,17*
Cn1c(=O)c2c(nc(NCCOc3ccc(F)cc3)n2C)n(C)c1=O,1,2,0,0,5,1,2,3,0
CS(=O)(=O)c1ccc(C(=O)CN2C(=O)NC3(CCCc4ccccc43)C2=O)cc1 (centres undefined),3,2,1,x,x,1,-5,3,-2
CC1CCCN(S(=O)(=O)c2ccc(NC(=O)C3CCN(C(=O)C(C)(C)C)CC3)cc2)C1 (centres undefined),0,6,-5,x,x,-2,-1,7,-5
Cc1nc2ccccc2c(=O)n1/N=C/c1ccc(F)cc1,2,5,2,2,2,-8,-2,6,-2
CCN1CCCC1Cn1cnc2c([nH]c3ccc(Cl)cc32)c1=O (centres undefined),2,5,1,2,4,-6,-2,5,0
COc1cccc(C(=O)CSc2nc3ccccc3n2CC(=O)N(C(C)C)C(C)C)c1,-8,-7,-2,-3,-1,4,1,-4,-2
CCOc1cc(S(=O)(=O)N2CC=C(c3ccc(F)cc3)CC2)c(OCC)cc1-n1cnnn1,1,-3,3,1,2,3,1,-5,-10
Nc1nonc1-n1nnc(C(=O)N/N=C\c2cccc(Cl)c2)c1CN1CCOCC1,3,8,-2,0,1,-6,2,6,2
Cc1ccc(CNC(=O)CSc2ncn[nH]2)cc1,-2,3,7,2,2,-1,-1,1,4
CCOc1ccc(NC(=O)N(CC(C)C)CC(C)C)cc1,5,5,3,0,2,2,1,9,-2
COc1ccc2c(c1OC)C(=O)N(c1cccc(C)c1)C2,-2,-3,3,-6,-1,4,5,2,-11
COc1cc(NC(=O)c2ccc3c(c2)OCO3)ccc1NC(=O)c1ccco1,1,2,0,-2,-3,-9,1,5,-1
CCSc1nc(N)c(NC(=O)c2ccc(Br)o2)c(=O)[nH]1,-1,-13,8,2,0,-7,6,0,7
CCNC(=O)NC1(C(=O)Nc2ccc3c(c2)OCCO3)CCCCC1,2,1,2,1,2,3,-1,-2,4
COC(=O)c1ccc(CSc2nc3c(cnn3-c3ccc(C)cc3)c(=O)[nH]2)o1,-6,4,-1,-8,1,-7,4,-2,3
CCN(CC)S(=O)(=O)c1ccc(N2CCOCC2)c(NC(=O)c2ccccc2)c1,5,8,1,-5,2,4,-4,2,1
O=C(Nc1ccc2snnc2c1)N1CCCCC1,0,3,5,1,7,-7,-1,0,0
COc1cccc(NC(=O)C2CCN(S(=O)(=O)c3ccc4c(c3)C(C)(C)C(=O)N4C)CC2)c1,5,4,0,0,-11,-1,-2,6,-6
Cc1ccc(S(=O)(=O)N2CCC(C(=O)OCC(=O)N3CCCC(C)C3)CC2)cc1C (centres undefined),8,4,6,-3,-2,3,1,-2,3
CCCc1nc2oc3ccccc3c(=O)c2c(=O)n1CCCOC,-6,8,3,1,-7,-1,0,6,-2
CCN(CC)CCCC(C)NC(=O)c1c(NC(=O)c2ccccc2)sc2c1CCCC2 (centres undefined),6,3,8,1,6,5,-5,2,1
CNc1nc(CC(C)=O)ns1,1,4,4,-1,4,10,0,4,-2
CCn1c(CC(=O)Nc2ccc(C)c(Cl)c2)nnc1SCC(=O)Nc1nc(C)cs1,-5,3,-10,-5,0,-8,-5,-5,1
Cc1onc(-c2ccccc2)c1C(=O)Nc1ccc(Br)cc1Cl,-2,1,4,-1,1,-9,-2,-3,-9

The listing continues:
Molecule,pPAFAH inh,PAFAH1B3 FP inh,PME-1 primary,Fam108B inh,GSTO1 inh,PAFAH2 FP inh,LYPLA1 counter,PAFAH1B2 inh,PAD4 inh
Cn1c(CNC(=O)C(C)(C)C)nc2ccccc21,-4,1,-2,9,3,-5,0,4,0
COc1ccc(C(=O)C2CCCN(Cc3cccc4c3OCO4)C2)cc1OC (centres undefined),-5,4,-6,-8,-1,1,-3,4,5
CN(C)C(=O)CCc1ccc2c3c([nH]c2c1)[C@]1(CCC2CCCC2)[C@@H](C(=O)N2CCOCC2)C[C@H](CC(=O)NC(C)(C)C)C(=O)N1CC3,11,4,x,x,x,1,x,4,-2
C/C=C/c1ccc(OCC(=O)O)c(OC)c1,4,2,-10,-5,4,-3,0,5,-5
Cc1ccccc1NC(=O)C(C#N)Cc1cccnc1 (centres undefined),0,8,-8,0,-2,-2,4,0,1
Cc1nc2scc(C)n2c(=O)c1S(=O)(=O)N1CCN(c2cccc(C(F)(F)F)c2)CC1,-5,-1,0,-1,0,-11,-2,-4,-2
COc1ccc(Cc2nnc(CCc3ccccc3)s2)cc1,5,16,2,-5,8,8,3,11,-1
COC(=O)c1sccc1NC(=O)C1C2C=CC(C2)C1C(=O)O (centres undefined),-2,8,0,-1,2,1,3,3,-5
CCn1cc(CN2CCN(CCC(C)C)C(CCO)C2)c2ccccc21 (centres undefined),-1,8,3,2,0,4,-2,2,-1
S=C(NCc1cccnc1)Nc1cccc(Cl)c1,0,2,-4,0,16,-5,-1,1,1
O=C(CCc1ccc(S(=O)(=O)NC2CCCCC2)cc1)NCc1ccccc1,17,-1,-5,0,5,3,3,-2,5
Cc1cccc(C)c1-n1c(C)cc(/C=C2\C(=O)NN(c3ccccc3)C2=O)c1C,8,2,18,2,-3,11,1,7,-3

High-throughput results as filed in PubChem BioAssay.
